Hsp70 displacement – small molecules displacing fluorescent ligand from Hsp70 – biochemical, fluorescence polarization, primary screen (AID 583); Hsp70 fluorescence polarization probe displacement, mP; higher % means a stronger effect; hit rate 0.06% among 140,000; one-dose displacement, % at 20 µM; IC50 in µM for titrated hits; in the data active = displacement above about 50%;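 also: plate controls were vehicle for no effect and reference ligand for full effect; a part of the inactive calls stands beside numbers as strong as those of hits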
MKP-3 inhibition – MKP-3 phosphatase inhibitors, primary screen, biochemical, rat enzyme, in vitro (AID 425); recombinant MKP-3 phosphatase activity, fluorescence; higher % means a stronger effect; inhibition, % at 20 µM; hits with a dose series show IC50 in µM; hit rate 0.17% among 110,000; in the data active = inhibition above about 50%;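 also: plate controls were vehicle for no effect and reference inhibitor for full effect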
Numbers without * were called inactive; x = no result given; & = joins results of further samples.

The line under a structure holds: Hsp70 displacement, MKP-3 inhibition
Nc1nnc(Cc2ccc(Cl)cc2Cl)s1
 : 0.7%&-4.7%, 2.4%
COC(=O)CNC(=O)C(C)NC(=O)CNC(=O)OCc1ccccc1 (centres undefined)
 : 5.8%, x
Cc1ccc(CNC(=O)CN2CCC(C(N)=O)CC2)cc1
 : 7.4%, -3.0%
O=C(c1ccc(-c2ccccc2)cc1)N1CCNCC1
 : 0.2%, 2.4%
COc1ccccc1N1CCN(C(CNS(=O)(=O)c2cccs2)c2cccnc2)CC1 (centres undefined)
 : 1.2%, -9.3%
Cc1ccc(-c2nnc(NC(=O)Nc3cccc(Cl)c3)s2)cc1C
 : -4.0%, -3.8%
Nc1nncn1C(=O)c1cccs1
 : 4.6%, -7.9%
CCCCC(=O)NCCNc1nc2c(c(=O)n(C)c(=O)n2C)n1Cc1ccccc1
 : 5.1%, 3.6%
COc1ccc(C(=O)N/C(=C/c2ccc(-c3cc(Cl)ccc3Cl)o2)C(=O)NCCCO)cc1
 : -1.6%, 2.8%
CC(C)Oc1ccc(C(=O)NC2CCS(=O)(=O)C2)cc1 (centres undefined)
 : 6.9%, 3.1%
CC1=C(C(=O)OCCc2ccccc2)C(c2cccc([N+](=O)[O-])c2)NC(=O)N1C (centres undefined)
 : -3.7%, 2.6%
Cc1ccc(C(C)C)c(OCCOc2cccc(/C=C3/SC(=S)N(C)C3=O)c2)c1
 : -2.5%, -2.2%
COc1ccc(OC)c(NC(=O)C(=O)NCc2ccc(C)cc2)c1
 : 3.8%, -0.3%
CCN(CC)c1nc2ccccc2nc1-n1nc(C)cc1C
 : 0.3%, x
COc1ccccc1C(=O)NCc1ccccc1
 : -1.0%, x
COc1ccccc1-n1c(SCC(=O)Nc2cccc(C)c2)nc2c(c1=O)SCC2
 : -4.0%, 1.2%
O=C1C(Cl)=C(NCC2CCCO2)C(=O)N1Cc1ccccc1 (centres undefined)
 : 2.2%, -18.2%
Cc1ccc(C(=O)O/N=C(\N)Cc2cccc3ccccc23)cc1[N+](=O)[O-]
 : 7.7%, 2.7%
O=C(Cc1cccs1)N1CCCC(c2nc3c(nnn3Cc3cccc(Cl)c3)c(=O)[nH]2)C1 (centres undefined)
 : -2.9%, -12.2%
O=C(CN1C(=O)NC2(CCCCCC2)C1=O)NCc1ccco1
 : -1.7%, x
CCC(C(=O)NCc1ccco1)N(C(=O)CNS(=O)(=O)c1ccccc1)c1ccc(OC)cc1 (centres undefined)
 : -7.5%, x
COCCNC(=O)c1ccc(C(=O)NCCOC)s1
 : 0.1%, -9.3%
O=C(O)c1c[nH]c2c(ccc3ccccc32)c1=O
 : -0.2%, 4.3%
COc1cc(OC)c(C2=NOC(C(=O)Nc3cc(C)nn3-c3ccccc3)C2)cc1Cl (centres undefined)
 : 1.2%, -0.6%
O=C1c2ccccc2C(Nc2ccc3c(c2)OCO3)N1Cc1ccc2c(c1)OCO2 (centres undefined)
 : 3.2%, 7.1%
CCC(C)(C)NC(=O)CN(Cc1ccc2c(c1)OCO2)C(=O)CCC(=O)Nc1ccccn1
 : -1.3%, -10.2%
CCCn1c(C(O)c2cccc(OC)c2)nc2ccccc21 (centres undefined)
 : 4.4%, 2.3%
COC(=O)c1[nH]c2ccc(Cl)cc2c1NC(=O)CCN1CCOCC1
 : 2.8%, 3.5%
C[C@]12CCC(=O)C=C1CC[C@@H]1[C@@H]2[C@@H](O)C[C@@]2(C)[C@H]1CC[C@]2(O)C(=O)CO
 : -0.2%, -5.7%
CC(=O)NC1=NC(=O)/C(=C\c2ccc(Br)o2)S1
 : 10.0%, 37.4%
O=C(NCCC1=CCCCC1)c1ccc(F)c(S(=O)(=O)N2CCOCC2)c1
 : 5.5%, 2.1%
Cc1ccc(S(=O)(=O)N2CCN(C(=O)C3Cc4ccccc4CN3C(=O)c3ccco3)CC2)cc1 (centres undefined)
 : -3.6%, -13.3%
CC(=O)N(C)c1nnc(-c2ccccn2)s1
 : -1.3%, x
O=C(CCCn1c(=S)[nH]c2cc3c(cc2c1=O)OCO3)N1CCN(c2ccc(F)cc2)CC1
 : -0.2%, 28.3%
CC(C)(C)NC(=O)CC(c1ccccc1)c1ccccc1O (centres undefined)
 : 1.1%, x
Oc1ccc(/C=N/Nc2nncc(-c3ccccc3)n2)cc1
 : -2.7%, 0.9%
COc1ccc(OC)c(/C=N/NC(=O)c2c[nH]c3ccccc23)c1
 : 2.2%, -0.2%
CC(=O)c1cccc(NC(=O)c2cc(-n3cnnc3)ccc2Cl)c1
 : 5.5%, -21.4%
O=C(CSc1ncccc1C(=O)O)c1ccccc1
 : 0.5%, -11.3%
COc1cccc(/C=C2\SC(=O)N(CCC(=O)NNC(=O)c3cccc(Cl)c3)C2=O)c1
 : 1.2%, -0.4%
O=C(N/N=C/c1ccc(OC(=O)c2ccc([N+](=O)[O-])cc2)cc1)c1cccnc1
 : -0.1%, -0.5%
CS(=O)(=O)N(CC(=O)Nc1ccccc1Br)c1ccc(Cl)cc1
 : 2.9%, 0.6%
Cc1ccc(OCc2nnc(SCC(=O)CC(=O)Nc3ccccc3)o2)cc1
 : -1.4%, -2.2%
Cc1cc(/C=N/NC(=O)Cc2cccc(C(F)(F)F)c2)c(C)n1-c1cccc(C(=O)O)c1
 : -3.5%, 2.1%
Cc1c(/C=N/n2cnnc2)c2ccccc2n1C
 : -1.4%, -6.5%
CN1C(=O)c2cccc(NCCCCCCN3C(=O)c4ccccc4C3=O)c2C1=O
 : 11.9%, x
CCOc1ccc(S(=O)(=O)n2cnc(C)c2)c2ccccc12
 : -5.7%, 6.4%
COc1ccc(N(CC(=O)Nc2nc3ccc(C)cc3s2)S(=O)(=O)c2c(C)nn(C)c2C)cc1
 : -6.6%, -17.0%
COc1ccc(CCNC(=O)C2=COCCO2)cc1
 : -2.0%, -0.1%
CCc1ccc(NC(=O)CCNS(=O)(=O)c2cccc3nsnc23)cc1
 : 0.7%, x

Among those listed so far, these contain a COOH group:
The line under a structure holds: Hsp70 displacement, MKP-3 inhibition
O=C(O)c1c[nH]c2c(ccc3ccccc32)c1=O
 : -0.2%, 4.3%
O=C(CSc1ncccc1C(=O)O)c1ccccc1
 : 0.5%, -11.3%
Cc1cc(/C=N/NC(=O)Cc2cccc(C(F)(F)F)c2)c(C)n1-c1cccc(C(=O)O)c1
 : -3.5%, 2.1%

(list continues)
The line under a structure holds: Hsp70 displacement, MKP-3 inhibition
CCCNC(=O)C1CCN(S(=O)(=O)c2ccc(Br)cc2)CC1
 : -4.4%, -13.5%
CC(C)(C)c1ccc(C(=O)NNC(=O)c2ccncc2)cc1
 : 4.6%, 0.2%
CC(C)c1ccc(/C=C2\SC(=S)NC2=O)cc1
 : 1.1%, -1.1%
CCOC(=O)c1cnc(NCc2ccccc2)nc1C
 : -5.7%, -3.8%
O=C(c1cccs1)N1CCCCCC1
 : -2.0%, -4.7%
Cn1c(-c2sc3cc(C(F)(F)F)cnc3c2-c2cccnc2)n[nH]c1=S
 : 4.1%, x
O=C(Nc1ccc(Br)cc1)c1ccccc1[N+](=O)[O-]
 : 0.1%, -0.9%
C=CCNC(=O)c1ccc(C)cc1Cl
 : -4.5%, -9.8%
COC(=O)c1ccc(COC(=O)c2ccccn2)cc1
 : -3.2%, -13.1%
CS(=O)(=O)c1ccc2nc(NC(=O)C3C4C=CC(C4)C3C(=O)O)sc2c1 (centres undefined)
 : -4.8%, -9.7%

More structures follow:
molecule | Hsp70 displacement | MKP-3 inhibition
O=C(N/N=C1\CC2CCC1C2)c1ccc(Cl)cc1Cl (centres undefined) | -0.4% | -0.2%
Cc1c(NS(=O)(=O)c2cc(Cl)ccc2Cl)cccc1[N+](=O)[O-] | -2.4% | -0.2%
CCOC(=O)c1cc(CC)sc1NC(=O)Cc1ccsc1 | -0.6% | -6.5%
CCOc1ccc(OCCCCNCCN)cc1 | 6.0% | x
Cc1ccc(C(=O)N2CCN(c3ccc(F)cc3)CC2)cc1C | 2.1% | 1.1%
CCC(=O)Nc1nc(C)c(-c2csc(Nc3cc(C)ccn3)n2)s1 | 1.0% | 3.4%
COc1ccc(CN(Cc2cc3ccc(C)cc3[nH]c2=O)Cc2nnnn2C2CCCC2)cc1 | -4.4% | -18.9%
Cc1cccc(CN2CCNC2=O)c1 | -0.6% | 8.6%
COc1ccc(N2CCN(C(c3ccccc3)c3nnnn3Cc3ccc(F)cc3)CC2)cc1 (centres undefined) | 4.3% | -3.9%
CCOC(=O)c1c(CN2CCCCC2)n(C)c2cc(Br)c(O)cc12 | -1.8% | 1.3%
CC(=O)C12c3ccccc3C(c3ccccc31)C1C(=O)NC(=O)C12 (centres undefined) | -0.4% | 0.5%
Nc1ccc2oc(-c3ccccn3)nc2c1 | 0.3% | -8.8%
COc1ccc(CCNC(=O)CSc2nnc(-c3cccc(C)c3)o2)cc1OC | 0.4% | -12.0%
Cc1ccc(-c2[nH]n3c(=O)c4c(nc3c2C)CCC4)cc1 | 2.2% | -0.6%
COc1ccc(/C(O)=C2/C(=O)C(=O)N(CCCCCC(=O)O)C2c2ccc([N+](=O)[O-])cc2)cc1 (centres undefined) | 1.4% | 2.6%
CC(C)CC(c1nnnn1CC1CCCO1)N1CCN(c2cccc(Cl)c2)CC1 (centres undefined) | 3.7% | -1.7%
CCOc1cc(C(=O)NC(C)CC)cc(OCC)c1OCC (centres undefined) | 3.9% | x
Cc1cccc(C)c1OCC(O)Cn1c2ccccc2c2ccccc21 (centres undefined) | -3.8% | 4.1%
CC(=O)C1=C(O)CCC1=Nc1ccccc1 | 3.2% | -1.5%
O=C(NC1=NC2CCCCC2N1)c1ccccc1 (centres undefined) | 7.3% | -0.2%
O=C(OCc1ccc2c(c1)OCO2)c1ccc(S(=O)(=O)N2CCCCC2)cc1 | -1.5%&-0.3% | 0.5%&5.3%
CC1Cc2ccccc2N1C(=O)Cn1cnc2ccccc2c1=O (centres undefined) | -3.8% | 4.9%
COc1ccc(OCC(=O)NCCSCc2ccc(Cl)cc2)cc1 | -0.2% | 2.5%
Cc1cc(=O)oc2cc3c(cc12)OCCO3 | 5.8%&1.3% | -9.6%&-0.2%
COCCn1c(C)cc(C(=O)COC(=O)c2ccc(N3CCCC3=O)cc2)c1C | 2.2% | -5.9%
COc1ccccc1-c1cc(C(=O)Nc2cc(C)nn2-c2ccccc2)no1 | 7.6% | 4.7%
Cc1ccc(C(=O)Nc2cccc(C(=O)NCc3ccccc3)c2)o1 | -3.6% | -5.0%
Cc1ccc(OCC(=O)Nc2ccc(F)c([N+](=O)[O-])c2)c(C)c1 | 1.9% | -0.6%
CCOC(=O)c1c(C)c(C(=O)N2CCN(c3cccc(Cl)c3)CC2)c(C)n1C | -0.7% | 0.1%
Cc1ccc(S(=O)(=O)Nc2cccc([N+](=O)[O-])c2)cc1 | 3.0% | -1.3%
O=C(Nc1ccc(Cl)cc1Cl)c1nn2c(c1Br)NC(c1ccccc1)CC2C(F)(F)F (centres undefined) | 0.3% | 4.0%
O=C(CC12CC3CC(CC(C3)C1)C2)NCC(=O)N1CCCC1 | 1.9% | -2.7%

Compound profiles, as listed above:
Shown for Cc1ccc(OCC(=O)Nc2ccc(F)c([N+](=O)[O-])c2)c(C)c1 : Hsp70 displacement = 1.9%; MKP-3 inhibition = -0.6%
Shown for Cc1ccc(C(=O)Nc2cccc(C(=O)NCc3ccccc3)c2)o1 : Hsp70 displacement = -3.6%; MKP-3 inhibition = -5.0%

(further entries)
molecule | Hsp70 displacement | MKP-3 inhibition
CCOC(=O)c1sc2nc(N3CCOCC3)c3c(c2c1N)CC(C)(C)N(C)C3 | 0.5% | x
COc1ccc(CN2CCn3ncc(C(=O)Nc4ccccc4)c3C2=O)cc1 | 3.2% | x
CCN(CC)CCOC(=O)c1cccc(Br)c1 | 0.6% | 2.9%
O=C(N/N=C/c1ccc([N+](=O)[O-])cc1)c1cc(C2CC2)[nH]n1 | -6.1% | 3.1%
N#CC1=C(S)NC(=O)C(C#N)C12CCCCC2 (centres undefined) | -0.6% | -0.8%
NS(=O)(=O)c1ccc(Cc2ncc(C(F)(F)F)cc2Cl)s1 | 0.5% | x
O=C(Nc1ccc(S(=O)(=O)N2CCOCC2)cc1)C1CCCCC1 | -1.9% | -7.3%
CCOc1ccc(C(NC(=O)c2ccccc2OC)c2ccc(OC)cc2)cc1 (centres undefined) | 0.6% | 4.2%
CC12CCC(C(=O)N(c3cccc(F)c3)C1=O)C2(C)C (centres undefined) | -5.0% | 0.0%
COc1ccc(OCC(=O)N2CCN(C(=O)c3ccco3)CC2)cc1 | -0.1% | x
Cc1cc(C)cc(-c2nc(-c3ccncc3)no2)c1 | 1.4% | -1.4%
CCN(CC)c1ccc(Nc2nc(-c3c(C)nc4sccn34)cs2)cc1 | -0.2% | 8.5%
CCCn1c(SCC(=O)Nc2nc(C)c(C(=O)OC)s2)nnc1C(C)C | 2.6% | -10.8%
COc1ccccc1NC(=O)CSc1nc(O)cc(=O)[nH]1 | 1.9% | x
CCOc1ccc(S(=O)(=O)N(CC(=O)NC(C)CC)c2ccc(C)cc2)cc1 (centres undefined) | -0.8% | 2.7%
O=C(c1ccc(N2CCN(C(=O)c3ccc(F)cc3F)CC2)cc1)c1cccc(F)c1 | 1.6% | -0.8%
CC(C)=C1C2CCC1C(C(=O)NCCC(c1ccccc1)c1ccccc1)C2C(=O)O (centres undefined) | 0.6% | 2.5%
CCCCn1c(SCC(=O)Nc2nnc(C)s2)nc2c1c(=O)n(C)c(=O)n2C | 2.1% | -14.3%
CCn1cc(C(=O)NCC2CCCO2)c2cc(OC)c(OC)cc2c1=O (centres undefined) | -4.2% | 3.7%
CCCCc1cc(=O)oc2cc(OCc3nn[nH]n3)c(Cl)cc12 | 2.4% | -4.6%
CC(=O)CCc1oc2ccccc2c1-c1ccccc1 | -0.7% | 0.4%
N#Cc1c(NC(=O)c2nc3ncccn3n2)sc2c1CCCCC2 | 2.0% | -12.7%
COc1ccc(C(=O)CSc2nc3c(c(-c4ccc(C)o4)c2C#N)CCCC3)cc1 | 3.0% | 1.9%

Screens from PubChem BioAssay.

The list is partial (hit frequency here may not be typical).
